# proKLK7 act = activates the human kallikrein-7 zymogen; hit rate 0.9% among 370,000; purified proKLK7, EDANS-DABCYL substrate fluorescence; 100% is mature enzyme control, 0% vehicle; activation, % at 7 µM; AID 652039; P49862;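 active = activation above the mean of all tested compounds plus 3 SD, computed per campaign excluding outliers beyond control limits, cut at about 13% in these data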
# ssDAF-12 act = activates DAF-12 receptor from parasite S. stercoralis. HEK293 ssDAF-12/GRIP1 lit1-tk-luc reporter, luminescence; % of 3 µM dafachronic acid response. activation, % at 6.8 µM. hit rate 1% among 370,000. AID 652126;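 active = activation above the mean over all tested compounds plus 3 SD, cut at about 0.9% in these data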;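 note: 0% = DMSO-only wells and 100% = 3 µM delta7-dafachronic acid wells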
# hcDAF-12 act = H. contortus DAF-12 activation, primary screen; hit rate 1.4% among 370,000; HEK293 hcDAF-12 lit1-tk-luc reporter, luminescence; 0% DMSO, 100% Δ7-dafachronic acid; AID 652067; activation, % at 6.8 µM;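 active = activation above the mean of all tested compounds plus 3 SD, cut at about 5.5% in these data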;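 note: 100% = response to 3 µM Δ7-dafachronic acid high control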
# NPR2 activator = GC-B (human) receptor activation; hit rate 0.11% among 370,000; AID 1920062; HEK293-GC-B cells, CNP EC30, cGMP TR-FRET; 0% at EC30 CNP, 100% saturating CNP; activation, % at 10 µM;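 active = activation at 10 µM reaching about 35% in either raw or pattern-adjusted values, limit read from the data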
# Target sequence (P20594 whole entry, looked up): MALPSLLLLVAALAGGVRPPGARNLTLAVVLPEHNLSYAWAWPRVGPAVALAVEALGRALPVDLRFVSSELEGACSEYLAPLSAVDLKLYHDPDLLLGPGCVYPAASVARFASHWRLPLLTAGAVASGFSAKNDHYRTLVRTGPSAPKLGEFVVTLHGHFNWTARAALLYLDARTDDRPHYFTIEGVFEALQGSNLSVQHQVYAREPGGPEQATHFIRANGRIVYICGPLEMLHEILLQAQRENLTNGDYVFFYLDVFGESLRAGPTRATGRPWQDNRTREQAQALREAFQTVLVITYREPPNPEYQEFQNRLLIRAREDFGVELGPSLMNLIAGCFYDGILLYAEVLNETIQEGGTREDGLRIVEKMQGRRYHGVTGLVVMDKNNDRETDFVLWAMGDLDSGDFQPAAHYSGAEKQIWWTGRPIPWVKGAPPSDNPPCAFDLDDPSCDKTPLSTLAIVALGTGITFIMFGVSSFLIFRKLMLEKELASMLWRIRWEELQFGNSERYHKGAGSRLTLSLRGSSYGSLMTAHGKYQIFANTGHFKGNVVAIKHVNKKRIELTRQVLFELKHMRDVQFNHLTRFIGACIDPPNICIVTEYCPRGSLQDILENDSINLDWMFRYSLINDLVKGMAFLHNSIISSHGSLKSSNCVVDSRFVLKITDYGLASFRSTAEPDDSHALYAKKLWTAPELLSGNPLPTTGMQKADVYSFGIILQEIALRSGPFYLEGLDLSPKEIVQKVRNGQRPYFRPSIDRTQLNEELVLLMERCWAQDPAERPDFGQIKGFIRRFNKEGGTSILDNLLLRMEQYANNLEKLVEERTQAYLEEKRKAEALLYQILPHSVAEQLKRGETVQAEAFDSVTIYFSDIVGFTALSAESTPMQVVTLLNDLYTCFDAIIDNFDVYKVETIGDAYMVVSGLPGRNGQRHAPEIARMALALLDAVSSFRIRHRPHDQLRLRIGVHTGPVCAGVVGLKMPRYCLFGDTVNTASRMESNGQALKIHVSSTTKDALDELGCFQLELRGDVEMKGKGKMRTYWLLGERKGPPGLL
# SMARCA2 activ = SMARCA2 function activation, primary screen; activation, % at 9.1 µM; MG213 cells, MMTV-luciferase reporter, dexamethasone, overnight; hit rate 1% among 370,000; in the data active = activation above about 7.8%;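 note: 0% = vehicle wells and 100% = reference activator wells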
# hgDAF12 agonist = activates the H. glycines DAF-12 receptor ligand-binding domain. HEK293 GAL4-hgDAF12 UAS-luciferase reporter, agonist luminescence; normalized to butyrate control. activation, % at 6.8 µM. hit rate 1.8% among 370,000. AID 687014;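 active = activation above a cutoff set at the mean of all screened compounds plus 3 SD, cut at about 10% in these data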;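 note: 0% = DMSO wells and 100% = sodium butyrate wells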
# GC-A act = GC-A (human) enzyme activation; HEK293 GC-A cells, cGMP TR-FRET, EC30 ANP; 0% at EC30 ANP, 100% saturating ANP; hit rate 0.14% among 370,000; AID 1671463; P16066; activation, % at 10 µM; in the data active = activation above about 40%
# DAX1 inh-1 = DAX1 (NR0B1) inhibition, primary screen; HEK293T StAR-luciferase reporter, SF-1/DAX-1 repression relief; inhibition, % at 6.8 µM; hit rate 1.1% among 370,000; AID 652010;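 active = inhibition above the mean over all tested compounds plus 3 SD, cut at about 3.6% in these data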;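 note: 0% = DAX-1 cells with DMSO and 100% = cells lacking DAX-1 with DMSO; higher inhibition means more luminescence from relief of DAX-1 repression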
# DAX1 inh-2 = inhibitors of human orphan nuclear receptor DAX1 (NR0B1); P51843; inhibition, % at 6.75 µM; hit rate 0.99% among 340,000; HEK293 Gal4-DAX1 luciferase reporter, luminescence; AID 504766;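 active = inhibition above the mean over all tested compounds plus 3 SD, cut at about 4.2% in these data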;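 note: 0% = DAX1-transfected cells with DMSO and 100% = empty-vector control cells with DMSO; inhibition shows as a rise in luminescence from relieved DAX1 repression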
# sPLA2-III inh = Inhibits HGIII-sPLA2 liposome hydrolysis, primary screen; hit rate 0.56% among 370,000; inhibition, % at 12.2 µM; QFRET BODIPY PC-A2 liposome hydrolysis, fluorescence; Q9NZ20;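 active = inhibition above mean plus 3 SD of compounds lying within the high and low control bounds, cut at about 19% in these data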;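 note: 0% = median of test compound wells and 100% = no enzyme DMSO wells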
# GAA850 FXN act = activators of GAA850 frataxin (FXN) promoter. HEK293 lucGAA850 FXN promoter luciferase reporter, 24 h; percent of 10 µM SAHA response. activation, % at 6 µM. hit rate 0.56% among 360,000. AID 540364;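 active = activation above the average of all compounds screened plus 3 SD, cutoff fixed separately per campaign, cut at about 7.5% in these data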;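 note: 0% = DMSO wells and 100% = 10 µM SAHA wells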
# * marks the source's active call; other numbers are inactive results; nt = not tested or not shown.
no.	mol	proKLK7 act	ssDAF-12 act	hcDAF-12 act	NPR2 activator	SMARCA2 activ	hgDAF12 agonist	GC-A act	DAX1 inh-1	DAX1 inh-2	sPLA2-III inh	GAA850 FXN act
1	CC(=O)Nc1cc(NC(C)=O)c(N=Nc2ccccc2)cc1C	-0.5	-1.5	-1.6	0	6	1.0	-1	0.5	4.7*	-5	1.9
2	CCc1ccc(OCCCC(=O)Nc2ccc(S(=O)(=O)Nc3cc(C)nc(C)n3)cc2)cc1	0.6	-1.0	0.3	-3	-4	-0.1	-1	0.1	1.1	-32	0.5
3	O=C(NN1C(=O)/C(=C/c2cccnc2)SC1=S)C(c1ccccc1)c1ccccc1	-0.1	-1.0	-1.3	-3	-3	-1.1	-1	-0.3	0.7	4	0.4
4	CC(C)Cc1ccc(/C=C/C(=O)N2CCCCC2)cc1	0.0	0.4	2.6	-2	5	16*	5	4.5*	3.3	-1	4.8
5	COC(=O)C1(C(=O)OC)CCCCN(S(=O)(=O)c2ccc(C)cc2)CCC1	-0.1	-0.8	-1.8	-5	-5	-2.0	1	-2.1	nt	4	nt
6	Cc1ccc(N(CC(=O)NCc2ccc(F)cc2)S(=O)(=O)c2c(C)nn(C)c2C)cc1	-0.6	-0.8	-1.2	3	4	0.0	2	0.1	0.5	4	-1.1
7	CCCc1cc(C(=O)Nc2cc(OC)ccc2OC)cs1	0.6	1.2*	5.3	-1	0	5.3	-1	1.2	1.1	-1	4.5
8	CN(Cc1nc(-c2ccccc2)no1)C(=O)c1ccco1	0.3	-0.5	0.6	2	0	1.1	-9	0.2	1.2	3	2.4
9	O=C(NCCc1cccc(F)c1)C1CCN(S(=O)(=O)c2ccccc2)CC1	0.0	-1.4	-2.2	2	-2	-3.2	4	0.5	0.4	11	-0.7
10	S=c1oc(-c2ccncc2)nn1CCc1ccncc1	-0.4	-0.6	-1.8	1	6	-1.7	2	0.0	0.1	4	-2.7
11	O=C1CCC/C1=c1\s/c(=C/c2cccnc2)c(=O)n1-c1ccccc1	0.1	-1.7	-1.5	-2	2	-1.3	-1	-2.0	0.2	-2	1.2
12	CN(c1ccc(F)cc1)S(=O)(=O)c1ccc(Cl)c(C(=O)OCC(=O)NCc2ccco2)c1	-0.3	-1.6	-0.4	1	-3	0.1	-7	-0.6	-1.5	-9	0.1
13	CC(C)(C)C(=O)c1c(N)[nH]c(C(=O)c2ccccc2)c1-c1c(F)cccc1F	-0.6	-1.0	-1.2	-5	0	1.3	-3	-0.9	nt	1	nt
14	CN(C(=O)CSCC(=O)Nc1ccc(Cl)cc1)C1CCCCC1	-0.4	-1.3	0.0	0	-2	2.1	3	0.3	0.7	-7	-2.3
15	COc1ccc2cc(C3(C)NC(=O)N(CC(=O)NCC(F)(F)F)C3=O)ccc2c1 (configuration not stated)	0.3	-1.3	-1.5	-7	-1	0.4	4	0.0	0.2	1	2.9
16	Oc1ccc(CN2CCCCC2)c2cccnc12	-0.2	-0.8	0.6	-2	-3	-3.1	-3	0.1	0.3	3	1.5
17	CCNC(=O)NC(C(=O)OC)C12CC3CC(CC(C3)C1)C2 (configuration not stated)	-0.2	-1.2	-0.1	-1	0	-1.7	-3	-0.5	0.7	-7	0.5
18	Cc1cc(C(=O)OCC(=O)NC(C)C)c2ccccc2n1	-0.4	-0.2	-1.3	-2	-2	0.5	1	0.5	-0.4	-3	-0.5
19	O=C(COC(=O)COc1ccc(Cl)cc1Cl)NC1CCCCCC1	-0.1	-1.1	1.0	-6	1	-1.2	-2	1.3	0.6	-7	1.8
20	C/C(Cl)=C\CNC(C)c1ccccc1 (configuration not stated)	-0.6	-0.1	0.7	-6	-2	1.6	-7	-1.0	0.4	3	1.5
21	COc1ccc(-c2nc3ccc(C)cn3c2Cc2ccsc2)cc1OC	-1.1	-0.2	0.4	3	-4	0.6	4	0.5	nt	-6	nt
22	CC(=O)N(C)[C@H]1C[C@@H](c2ccccc2)N(C(C)=O)C[C@H]1CO	-0.4	-0.5	-2.1	1	-3	0.0	0	-0.8	nt	6	nt
23	O=C(COC(=O)/C=C/c1ccc(Cl)c(Cl)c1)NC1CCCC1	0.2	-0.8	-0.3	-1	-2	0.1	-1	0.0	-0.7	7	-0.2
24	COc1ccc(C2NC(=S)NC(C)=C2C(=O)N2CCOCC2)cc1 (configuration not stated)	0.6	-0.8	-1.8	32	2	4.4	25	0.4	-2.3	4	-1.2
25	CN1C(C(=O)Nc2ccc(C(=O)O)cc2)=C(O)c2ccccc2S1(=O)=O	-0.3	-0.5	0.8	4	-3	-0.7	1	-0.6	0.3	5	0.4
26	COC(=O)[C@@]12CCCCC3=C1N(CCC3)C(=O)[C@H]2CC(=O)N1CCCCC1	-0.6	-0.9	1.3	1	-2	3.1	2	-0.3	nt	-1	nt
27	CNC(=S)NNC(=O)c1ccccc1Cl	-0.3	-1.5	-0.6	0	-4	0.3	0	0.3	nt	3	2.3
28	COC(=O)Cc1nnn2c1[C@H](C)[C@@H](OC)c1ccccc1-2	-0.1	-1.0	-0.2	-3	-1	2.8	0	0.2	nt	-1	nt
29	CCN(CC)S(=O)(=O)c1ccc(NC(=O)CN(c2cccc(F)c2)S(C)(=O)=O)cc1	0.7	-0.9	-0.7	-5	-1	-0.3	9	0.6	-0.9	-34	2.5
30	COc1cccc(NC(=O)NCCCN2CCN(c3ccc(F)cc3)CC2)c1	0.1	-0.6	-1.7	-8	0	-0.1	-1	-0.7	0.1	-3	-0.8
31	CCOC(=O)c1cc(-c2sc(NC(=O)c3ccccc3)nc2C)n(CCO)n1	-0.4	-0.9	-1.5	-4	-2	-1.1	5	-0.7	-1.2	0	0.6
32	c1ccc(N(c2ccccc2)c2nc(N3CCCC3)nc(-n3ccnc3)n2)cc1	0.6	-0.6	-0.8	2	0	1.4	-17	-1.3	2.3	-1	-2.5
33	CCN(CC)CCCNC(=O)CN1N=C(c2ccc(OC)cc2)CCC1=O	0.1	-1.1	-0.7	1	0	2.2	-1	0.1	-1.1	1	-1.8
34	Cc1ccc(/C=C/c2nc3ccccc3c(=O)n2CCc2ccccc2)cc1	0.2	-0.7	3.4	-4	4	-0.8	-3	0.3	-0.2	1	1.9
35	Cc1ccc(S(=O)(=O)Oc2ccc(/C=N/NC(=O)c3ccncc3)cc2)cc1	-0.3	-0.6	-2.2	-1	1	0.6	-6	-0.4	-0.6	5	0.7
36	CCC(c1nnnn1-c1ccc2c(c1)OCCO2)N1CCN(C(=O)c2ccco2)CC1 (configuration not stated)	0.0	-1.1	0.1	2	-2	-1.2	3	0.0	nt	-1	nt
37	O=C(COc1cccnc1[N+](=O)[O-])NCc1ccc2c(c1)OCO2	-0.1	-1.3	3.5	9	-1	-2.9	-1	0.4	-0.6	-1	1.0
38	Cc1ccc(NC(=O)c2nc(S(=O)(=O)Cc3ccccc3C)ncc2Cl)cc1C	-0.8	-1.5	-4.3	22	-13	-8.2	37	-1.6	-1.8	-10	-4.9
39	CCOc1ccccc1NC(=O)c1ccc(NC(=O)C2CCCO2)cc1 (configuration not stated)	-0.7	-0.6	-2.6	2	-4	1.0	0	-0.4	-0.9	3	-0.6
40	O=C(CSc1nnnn1-c1ccccc1)N1CCN(C(=O)c2ccco2)CC1	0.1	-0.7	-1.2	-3	1	-0.3	-10	-0.6	-0.2	0	1.7
41	COc1ccc(/C(C)=N/OCC(=O)N2CC3(C)CC2CC(C)(C)C3)cc1 (configuration not stated)	0.7	-1.3	-2.6	5	1	-0.3	-1	-1.2	-1.6	-10	-0.2
42	Cc1ccc(-c2[nH]c(=O)n3ccncc23)s1	-1.6	-1.3	-0.5	0	0	-0.7	-7	-0.3	1.8	2	-0.3
43	COc1ccc(Cc2nnc(NC(=O)CS(=O)(=O)Cc3ccccc3)s2)cc1	0.4	-0.7	2.6	-5	-1	-2.1	0	-0.5	0.0	-41	0.1
44	CC1=CC(c2ccccc2)n2nc(NC(=O)CCC(=O)O)nc2N1 (configuration not stated)	7.9	-1.2	-2.5	8	4	1.6	5	-0.1	-0.1	8	-2.6
45	CN(CC(=O)Nc1cccc(F)c1)C(=O)c1cccc(S(=O)(=O)N2CCN(c3ccccc3)CC2)c1	0.3	-1.2	-2.6	7	-2	-1.6	0	-4.4	-0.3	-32	-2.5
46	COc1ccc(CCNc2oc(COc3ccc(F)cc3)nc2C#N)cc1	0.0	-0.9	-3.1	0	-3	-1.7	-3	-0.5	-0.8	-30	-1.2
47	CC(C)(C)c1nnc(NC(=O)CCn2cnc3ccccc3c2=O)s1	-0.1	-1.8	0.4	-7	-1	-2.6	-1	0.2	0.3	-4	-2.8
48	Cc1ccccc1CN1C(=O)C(O)(CC(=O)c2ccncc2)c2ccccc21 (configuration not stated)	-0.8	-1.7	-1.8	-3	0	0.5	-5	-0.5	0.8	11	0.7
49	O=C(c1ccccc1)c1c(O)nc(-c2ccccc2)n(-c2ccccc2)c1=O	-0.5	-0.6	1.9	7	0	5.9	-1	1.1	-0.4	-31	6.6
50	CC(C)C[C@@H](NC(=O)C1CCC(CNC(=O)[C@@H]2CCCN2C(=O)OC(C)(C)C)CC1)C(=O)O (some centres not stated)	0.6	-0.8	-0.1	1	-1	-0.2	3	-0.1	-0.4	-1	0.7
51	CCN(c1ccccc1)S(=O)(=O)c1ccc(C(=O)N(CCCN(C)C)c2nc3cc4c(cc3s2)OCO4)cc1	0.2	-1.0	-0.9	-1	5	2.6	-5	2.7	0.2	-9	0.8
52	COC(=O)C1=CN(C(C)C)C=C(C(=O)OC)C1c1cc2c(cc1Br)OCO2	0.0	-1.4	-0.7	1	-1	0.2	4	0.6	-0.2	0	-2.1
53	N#C/C(=C\c1cccs1)C(=O)c1ccccc1Cl	0.4	-0.5	2.3	7	5	0.6	18	-0.4	nt	7	nt
54	CC(=O)Oc1ccccc1N1C(=O)c2ccc(C(=O)O)cc2C1=O	-0.1	-1.5	0.0	1	0	-0.1	5	-0.7	0.3	3	2.5
55	CN(CCc1ccccn1)C(=O)[C@@H](Cc1ccccc1)NC(=O)[C@H]1O[C@@H](n2ccc(=O)[nH]c2=O)[C@H](O)[C@@H]1O	0.2	-1.6	-1.9	4	1	1.1	-1	-0.7	nt	4	nt
56	Cc1ccc(-c2n[nH]c(=S)n2/N=C/c2cc3c(cc2[N+](=O)[O-])OCO3)cc1	-0.2	-1.1	-0.6	-9	-3	1.9	-2	0.5	1.1	-1	3.2
57	Nc1c(-c2ccc(F)cc2)nc2ncccn12	7.6	-0.7	-0.8	-4	-1	-0.9	-10	0.7	nt	10	nt
58	Cc1ccccc1NC(=O)C(=O)NCCc1c[nH]c2ccccc12	0.3	-1.0	0.3	1	7	4.0	-1	-0.1	-0.5	-70	-1.5

# Screening results from PubChem.
